Screening data from PubChem BioAssay.
KB-V1 cytotox: qHTS assay for MDR1-selective chemotherapeutics: Primary screen using the drug-selected MDR subline cells KB-V1; KB-V1 MDR cells viability, CellTiter-Glo, 72 h; Potency, µM (doses to about 46.1 µM), for inactives: at the top dose activity change, negative = cytotoxicity, usual class: cytotoxic; 3.4% of 400,000 active; AID 1347076, 2019; note: potency is the fitted concentration of half-maximal effect; % is set by controls: 0 for no effect and ±100 for the full control effect; nearly all actives have a fitted effect of over 60% in size
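Potencies derive from concentration-effect curves fitted to normalized luminescence (CellTiter-Glo) of KB-V1 cells treated for 72 h at 37 degrees C in phenol-red-free DMEM containing 10% FBS.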
GLP1R ag: qHTS of GLP-1 Receptor Agonists; Potency, µM (highest dose often 45.6 µM), inactives show top-dose activation, usual class: activators; AID 624172, 2012; HEK293 GLP-1R CRE-luciferase, luminescence, 4-6 h; cells express a hypersensitive GLP-1R form; 0.007% of 380,000 active; note: potency is the fitted concentration of half-maximal effect; % of control where 0% means no effect
Target sequence (P43220 whole entry, looked up): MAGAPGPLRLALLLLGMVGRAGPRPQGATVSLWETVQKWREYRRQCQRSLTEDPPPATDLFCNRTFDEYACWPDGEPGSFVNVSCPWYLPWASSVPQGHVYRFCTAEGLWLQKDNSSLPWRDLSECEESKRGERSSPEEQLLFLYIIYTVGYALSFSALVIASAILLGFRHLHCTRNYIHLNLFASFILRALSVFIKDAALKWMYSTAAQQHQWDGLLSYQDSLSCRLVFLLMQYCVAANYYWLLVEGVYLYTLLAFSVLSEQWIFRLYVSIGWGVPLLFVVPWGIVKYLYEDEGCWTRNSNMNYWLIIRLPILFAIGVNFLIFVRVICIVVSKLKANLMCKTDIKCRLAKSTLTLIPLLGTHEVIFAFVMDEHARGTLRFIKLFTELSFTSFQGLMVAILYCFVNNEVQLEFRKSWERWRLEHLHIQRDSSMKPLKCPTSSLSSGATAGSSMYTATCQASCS
D3 ag: qHTS of D3 Dopamine Receptor Agonist: qHTS; D(3) dopamine receptor (Homo sapiens), P35462; D3R DiscoveRx beta-arrestin cells, luminescence, 90 min; max activation, %; 0.58% of 410,000 active; in the data active = max activation above about 30%; note: 0% is about no effect; mostly tested at two doses, the higher about 12 µM
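Agonist mode: compounds and dopamine controls were applied to plated cells for 90 min at 37 degrees C after an overnight attachment at 1500 cells/well. Luminescent read-out followed 30 - 60 minutes at room temperature with DiscoveRx detection reagent.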
GLP1R inv ag: qHTS of GLP-1 Receptor Inverse Agonists (Inhibition Mode); Glucagon-like peptide 1 receptor (Homo sapiens), P43220; HEK293 GLP-1R CRE-luciferase, luminescence, 24 h; GLP-1R form is constitutively active; Potency, µM (series often up to 38.3 µM), without a hit: at the top dose activity change, negative = inhibition, hits mostly inhibitors; 1.6% of 410,000 active; AID 624417, 2012; note: potency is the fitted concentration of half-maximal effect; % is set by controls: 0 for no effect and ±100 for the full control effect; nearly all actives have a fitted effect of over 55% in size
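Cells are plated, allowed 12 hours at 37 deg C, then treated with compounds for 24 hr before luciferase detection reagent is added and luminescence is read after 12 min at room temperature. The HEK293 line carries constitutively active GLP-1R with a cAMP-responsive reporter.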
HEK293 tox: qHTS of GLP-1 Receptor Inverse Agonists: Cytotox Screen | HEK293 cAMP-luciferase reporter cells, luminescence, 24 h | AID 624418, 2012 | 0.13% of 410,000 active | Potency, µM (series often up to 38.3 µM), for the others: at the highest dose activity change, negative = inhibition, actives largely listed as inhibitors;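 note: loss of luciferase light is scored as toxicity; potency is the fitted concentration of half-maximal effect; % is set by controls: 0 for no effect and ±100 for the full control effect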
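MLSMR compounds, 24 hr on cells at 37 deg C/5% CO2; luminescence after luciferase reagent (12 min RT). Inhibition counted as the undesired cytotoxic outcome.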
PTHR1 agonist: qHTS for PTHR1 Agonists: Primary Screen | Parathyroid hormone/parathyroid hormone-related peptide receptor (Homo sapiens), Q03431 | HEK293 GP2 PTHR1 cells, GloSensor cAMP luminescence, 1 h | Potency, µM (highest dose often 115 µM), without a hit: top-dose activation, most hits filed as activators | 0.075% of 410,000 active; note: potency is the fitted concentration of half-maximal effect; nearly all actives have a fitted effect of over 55% in size; some results filed as inactive show a strong effect at the top dose; inactives centre near -15; many of its hits are not listed in these tables
Target sequence (Q03431 whole entry, looked up): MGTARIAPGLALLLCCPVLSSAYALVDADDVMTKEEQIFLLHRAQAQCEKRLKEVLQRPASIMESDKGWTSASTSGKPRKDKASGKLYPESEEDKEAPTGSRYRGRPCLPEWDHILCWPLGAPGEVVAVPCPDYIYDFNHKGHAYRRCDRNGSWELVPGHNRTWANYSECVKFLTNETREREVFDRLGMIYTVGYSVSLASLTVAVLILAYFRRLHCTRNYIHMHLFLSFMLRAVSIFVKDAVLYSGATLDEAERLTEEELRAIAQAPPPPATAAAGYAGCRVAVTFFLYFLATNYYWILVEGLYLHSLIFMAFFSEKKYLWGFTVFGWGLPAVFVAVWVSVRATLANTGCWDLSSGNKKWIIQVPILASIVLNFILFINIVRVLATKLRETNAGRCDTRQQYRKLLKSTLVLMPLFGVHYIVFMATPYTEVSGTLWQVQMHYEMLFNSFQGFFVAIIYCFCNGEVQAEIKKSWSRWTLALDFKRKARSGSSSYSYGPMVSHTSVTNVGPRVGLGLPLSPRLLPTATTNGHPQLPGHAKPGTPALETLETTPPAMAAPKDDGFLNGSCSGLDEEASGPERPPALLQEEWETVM
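HEK-293-derived GP2 cells expressing PTHR1 and a GloSensor cAMP reporter, 3,000/well, plated overnight, given luciferin plus IBMX (each 0.5 mM as added) for 1 h at 37 °C, then compound for 1 h at 37 °C. Luminescence was read after 15 min at room temperature.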
TDP-43 yeast inh: qHTS of TDP-43 Inhibitors; TDP-43 expressing yeast growth rescue, BacTiter-Glo, 24 h; Potency, µM (series often up to 46.1 µM), inactives show at the highest dose growth rescue (activation), usual class: activators; 1.8% of 410,000 active; note: potency is the fitted concentration of half-maximal effect; % of control where 0% means no effect; nearly all actives have a fitted effect of over 50% in size
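Yeast cells expressing TDP-43 under galactose induction are exposed to compounds for 24 hr at 30 deg C. BacTiter-Glo luminescence measures growth, so protective compounds score as activators.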
DRD3 antagonist: qHTS of D3 Dopamine Receptor Antagonist: qHTS; D(3) dopamine receptor (Homo sapiens), P35462; D3R cells, DiscoveRx beta-arrestin luminescence, antagonist mode; hits give low values; max response, negative = inhibition, %; 2.5% of 360,000 active; AID 652054, 2013; in the data active = max response below about -50%; inconclusive = no clear call, values can overlap the other calls; note: % is set by controls: 0 for no effect and ±100 for the full control effect; mostly tested at two doses, the higher about 12 µM
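Cells expressing the human receptor were seeded at 1500 cells/well, incubated overnight at 37 degrees C in 5% CO2, then exposed to library compounds with dopamine controls for 90 minutes at 37 degrees C before luminescent detection.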
aSyn yeast inh: qHTS of alpha-syn Inhibitors. Potency, µM (highest dose often 46.1 µM), inactives show top-dose growth rescue (activation), actives largely listed as activators. 0.14% of 370,000 active. Yeast expressing alpha-synuclein, growth rescue, BacTiter-Glo, 24 h. AID 652106, 2013; note: potency is the fitted concentration of half-maximal effect; % of control where 0% means no effect; nearly all actives have a fitted effect of over 65% in size
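Rescue of yeast growth: cells expressing toxic alpha-synuclein, induced in galactose at OD600 0.02, incubated with compound 24 h at 30 C. ATP luminescence quantified growth; inhibitors of toxicity appear as activators.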
* hit, by the source's call; i = inactive; ? = inconclusive; / = no result given; [ ] = another dose, or the depositor's remark. Unless noted, calls come from the whole dose curve; as a rule, active = well fitted curve in the direction sought with a large enough effect; inconclusive = small, poorly fitted or top-dose-only effect, or another doubt; inactive = no such curve, though single readings can be large; an effect the other way counts as inactive or inconclusive. An excerpt. The share of hits here may be higher or lower than overall.

Value order – TDP-43 yeast inh, PTHR1 agonist, aSyn yeast inh, HEK293 tox, KB-V1 cytotox, D3 ag, GLP1R ag, DRD3 antagonist, GLP1R inv ag
> CC1CCCC(C)N1C(=O)COC(=O)c1cc(-c2cccs2)nn1-c1ccccc1 (stereo not given)
  20%, i, 2%, 7%, -3%, -17, -5%, -20, ?
> CC1=Nc2ccccc2N=C(NC(=O)CSC(=S)N2CCCCC2)C1c1ccccc1 (stereo not given)
  -8%, -11%, 5%, 7%, ?, -7, 17%, -19, ?
> COC(=O)c1ccc(CNC(=O)CC[C@H]2O[C@@H](n3cc(C)c(=O)[nH]c3=O)C[C@@H]2O)cc1
  16%, 0%, 1%, 4%, 0%, 4, 8%, 20, 24%
> CC(C)Cn1c(SCC(=O)N2CCN(S(=O)(=O)c3ccccc3)CC2)nc2ccccc21
  -7%, -50%[inhibitor][57.5 µM], 2%, -26%, -23%, -2, -1%, 4, 28%
> COc1cccc(C(=O)Nc2cccnc2)c1
  16%, i, 0%, -1%[1.53 µM], -3%, 4, -4%, 4, 23%
> Brc1cccc(OCCCCN2CCCCC2)c1
  5%, i, 6%, -3%, 4%, -29, 1%, -92*, ?
> CCOC(OCC)P(=O)(C(C)C)C(C)C
  -16%, -23%[57.5 µM], -4%, -24%, 5%, -11, -1%, -23, 5%
> CCCn1c(N)c(N2CCCCC2)c(=O)n(CC(=O)Nc2ccc(C(C)=O)cc2)c1=O
  21%, -4%, 1%, -8%, ?, 0, -2%, 21, 10%
> CC(C)(C)NC(=O)NCCc1ccccc1
  -5%[1.82 µM], -5%, -2%, 0%, 12%, 13, 17%, 5, -17%
> Cn1ccc2c(-c3cccc(C=O)c3)cc3c(c21)C1CCC3O1 (stereo not given)
  0%, -1%, -20%, 3%, 11%, 1, 21%, 6, 32%[activator]
> COc1ccc(NC2=CC(c3ccc(F)cc3)N(c3ccc(OC)cc3)C2=O)cc1 (stereo not given)
  7%, i, 6%, -13%, ?, 1, -27%, 0, -15%
> Cc1ccccc1NC(=O)Cc1nc(COC(=O)c2cccc([N+](=O)[O-])c2)cs1
  -4%, -7%, 0%, 2%, 0%, -4, 10%, 4, -4%
> Cn1c(SCC(=O)c2ccc3c(c2)OCCO3)nnc1C1CC1
  0%, i, -1%, -13%, -1%, -6, -8%, -3, 0%
> C=CCN(C(=O)CNC(=O)c1cccs1)C(C(=O)NC1CCCCC1)c1cccnc1 (stereo not given)
  -14%[0.397 µM], i, 7%, -11%, 16%, 1, 12%, 17, -22%
> CCn1c(SCc2ccc(C(=O)Nc3nccs3)cc2)nnc1-c1ccc(N)cc1
  6%, -14%[57.5 µM], 2%, -15%, 2%, -3, 3%, 2, -16%
> Cc1ccc(S(=O)(=O)N2CCCCC2)cc1NC(=O)c1ccc(Br)o1
  14%, -66%, -10%, 5%, -8%, -5, 8%, -16, -27%
> Cc1ccc(CNC(=O)c2coc(=O)c3ccccc23)o1
  ?, -7%, 17%, 8%, 0%, 2, -2%, -14, -23%
> COC(=O)c1cc(NS(=O)(=O)c2ccc(N3CCOCC3)c(NC(C)=O)c2)cc(C(=O)OC)c1
  -13%, i, 3%, 3%, 19%, 9, 5%, 4, 6%
> Oc1ccc(Cl)c(CN2CCN(c3ncc(Cc4ccccc4)cn3)CC2)c1
  8%, -24%, 1%, -8%, 16µM*, 0, /, -25, ?
> CCn1c(O)c(N=NC2=NC(=O)CS2)c2cc(C)ccc21
  -22%, ?, -3%, ?, -9%, -22, 0%, -90*, 1%
> Cc1cccc(NC(=O)c2cccc(S(=O)(=O)N3CCCC3)c2)n1
  1%, -13%, -6%, 2%, ?, 5, 2%, 2, -2%
> C=C(C)Cn1c(SCCN2CCOCC2)nc2c1c(=O)[nH]c(=O)n2C
  -1%, i, -16%, -12%, 3%, 13, -8%, 17, 27%
> Cc1c(Br)c(=O)oc2c(C)c(O)ccc12
  3%, -24%, 0%, 327%[activator], 0%, -7, 3%, -24, 4%
> Cc1cccc2sc(NC(=O)C3CSC4(C)CCC(=O)N34)nc12 (stereo not given)
  0%, -28%, 8%, -2%, -2%, 7, 1%, 9, 7.1µM*
> C=CCn1c(NCc2cc(Cl)ccc2O)nc2ccccc21
  14%, -90%[inhibitor], -1%, -1%, -10%, 5, 4%, 6, 11µM*
> Cc1ccccc1OCC(=O)Nc1ccc2nc(SCC(=O)N3CCc4ccccc43)sc2c1
  3%, i, /, 1%, 7%, 4, /, /, 10%
> Cc1ccc(NC(=O)c2cc(-c3ccco3)on2)cc1C
  -13%, i, -17%, -13%, 7%, -27, -9%, 6, 0%
> Cc1cc(C)c(C#N)c(=N)o1
  -11%, 9%, -42%[inhibitor], 12%, -8%, -2, 2%, 0, 1%
> CN(C)c1ccc(C(=O)/C=C/c2cccnc2)cc1
  15%, -27%, -4%, 0%, ?, -4, 10%, -27, 44%[activator]
> COc1cc(OC)c2c(c1O)OC(c1ccccc1)CC2=O (stereo not given)
  11%, -11%, -4%, -5%, -9%, 2, 3%, 3, -1%
> Cc1c(NC(=O)c2cccc(NC(=O)C(C)Oc3ccccc3)c2)c(=O)n(-c2ccccc2)n1C (stereo not given)
  5%, -3%, -3%, -22%, 0%, 3, 4%, 45, -8%
> COc1cc(/C=N/NC(=O)c2ccncc2)ccc1OCC(=O)Nc1cccc([N+](=O)[O-])c1
  -21%, ?, -1%, 7%, ?, 5, 5%, -6, 4%
> O=c1c2ccccc2nc2n1C(CSCc1ccc(Cl)cc1Cl)CS2 (stereo not given)
  4%, -18%, 9%, 0%, 5.8µM*, 3, 4%, 77, -25%
> O=C1CCN(C(=O)Nc2ccccc2Cl)N1
  -2%, -1%[57.5 µM], -6%, 1%, 27%, 6, -8%, 12, 0%
> CN(CC(=O)Nc1ccc(F)c(F)c1F)C1CCCCC1
  -6%, i, -8%, 7%, -8%, -6, 0%, -14, -1%
> Cc1cc(=O)c2cc(NC(=O)c3ccccc3Cl)ccc2[nH]1
  -1%, i, -2%, 14%, 0%, -6, -10%, -7, 2%
> Nc1ccc2c(c1)C(=O)c1cc(N)c(Cl)cc1-2
  9%, -7%, ?, -13%, -8%, -11, 28%, -2, -9%
> CCC1Oc2ccc(C)cc2N(CC(=O)NCCc2ccccc2)C1=O (stereo not given)
  21%, i, /, -10%, /, -12, /, /, -13%
> CC(C)Cn1cnc2c1c(=O)n(CC(O)c1ccccc1)c(=O)n2CC(C)C (stereo not given)
  -27%, -35%[inhibitor], 1%, 4%, -9%, -5, 22%, 7, ?
> O=C(CSc1nnc(-c2ccc(F)cc2)o1)NC1CCCC1
  3%, i, 2%, -8%, -14%, 9, 15%, 8, ?
> CCC1CCc2c(sc(NC(=O)c3cnccn3)c2C(N)=O)C1 (stereo not given)
  18%, -71%[inhibitor], -1%, -1%, ?, 2, -4%, 13, 30%[activator]
> Cc1cccc(CSc2ncc(CO)n2Cc2ccc(F)cc2)c1
  6%, -21%, -1%, -8%, -8%, 23, -4%, /, ?
> Cc1cccc(S(=O)(=O)Nc2nc3ccccc3nc2NCc2ccc3c(c2)OCO3)c1
  9%, -22%, 2%, 2%, -10%, 1, -5%, 5, 30%
> CCOc1ccc(-c2nonc2NC(=O)c2oc3ccc(Br)cc3c2C)cc1
  -11%, -24%, /, -10%, /, -10, /, /, ?
> CCc1ccc(CNC(=O)CCc2nnc(Cc3cccc(C(F)(F)F)c3)o2)nc1
  12%, -23%, -3%, -32%, 5%, -6, 6%, -10, 0%
> COCCNC(=O)C1CCCN(S(=O)(=O)c2ccc3c(c2)CC(C)N3C(=O)C2CC2)C1 (stereo not given)
  8%, -63%[inhibitor], 2%, 0%, -10%, 1, -2%, -13, 35%
> COc1cc(C(=O)Nc2nnc(C)s2)c([N+](=O)[O-])cc1OC
  -18%, 0%, -6%, 20%, 18%, -11, -1%, -13, 4%
> Cc1ccc(C)c(CN2C(=O)CSc3ccc(C(=O)NCCc4ccc(Cl)cc4)cc32)c1
  24%, -8%, /, 5%, -1%, 2, -1%, /, 12%
> CC(C)(C)c1ccc(OCC(O)CN2CCN(c3ccccn3)CC2)cc1 (stereo not given)
  1%, -13%, 3%, -22%, -8%, 64*, 3%, 0, ?
> COc1cc(CNc2nc3ccccc3[nH]2)cc(OC)c1OC
  16%, -3%[57.5 µM], 0%, -13%, ?, -24, 13%, ?, -5%
> CCCCCC(=O)Nc1ccc(N2CCN(S(C)(=O)=O)CC2)cc1
  -19%, i, -5%, 5%, -6%, -15, -10%, 20, 0%
> COc1ccccc1N1C(=NC(=O)C(C)Oc2ccccc2)SC2CS(=O)(=O)CC21 (stereo not given)
  -37%[inhibitor], 24%, 11%, 3%, 9%, 6, 0%, -2, 7%
> CC(=O)OCC(=O)C12OC(C)(C)OC1CC1C3CC=C4CC(O)CCC4(C)C3CCC12C (stereo not given)
  -6%, i, 15%, -3%, -13%, -8, 3%, 27, -7%
> CC(C)S(=O)(=O)NC(=O)C1(C)CCN1C(=O)Cc1ccccc1Cl (stereo not given)
  17%, i, 2%, 3%, 16%, 6, -3%, -14, -4%
> COc1ccc(CNC(=O)C2CCN(S(=O)(=O)c3ccc(F)cc3)CC2)cc1
  17%, i, /, -1%, -17%, 7, /, /, 0%
> Cc1ccnc(NC2c3ccccc3C(=O)N2Cc2ccccc2Cl)c1 (stereo not given)
  6%, -25%, -6%, -7%, -26%, 0, 5%, -11, -1%
> Cc1ccc(C)c(-n2c3nc(=O)[nH]c(=O)c-3cc3c(C)nn(-c4ccccc4)c32)c1
  -8%, -42%[inhibitor], /, 2%, -6%, -2, -1%, /, 10%
